Screening data deposited in PubChem BioAssay by National Center for Advancing Translational Sciences (NCATS).
Tau fibril ThT: tau fibrillization inhibition (ThT binding); recombinant tau K18 P301L (four-repeat tau fragment), heparin-induced fibrillization, ThT fluorescence; Potency, µM (doses to about 57.4 µM), for inactives: top-dose activity, negative = inhibition, hits mostly inhibitors; 270,000 compounds, 2.1% hits; AID 1460; further: nearly all actives have a fitted effect of over 55% in size
Target sequence (P10636 561-689 P618L limits assumed): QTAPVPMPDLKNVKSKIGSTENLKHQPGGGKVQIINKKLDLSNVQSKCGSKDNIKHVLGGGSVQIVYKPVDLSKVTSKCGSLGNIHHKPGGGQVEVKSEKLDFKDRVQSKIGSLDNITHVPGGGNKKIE
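Heparin-induced (20 uM) aggregation of recombinant human K18 P301L tau, 15 uM unlabeled with 0.24 uM labeled, pH 7 acetate buffer, 6 hr at 37 C with compound. Fibrils quantified by 30 uM ThT fluorescence after 1 hr ambient incubation.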
L3MBTL1 block: L3MBTL1 (human) inhibition; Q9Y468; AlphaScreen L3MBTL1–H3K9me1 peptide binding; Potency, µM (titrated, usually from 57.1 µM), for inactives: at the top dose activity, negative = inhibition, most hits filed as inhibitors; 230,000 compounds, 0.66% hits; AID 485360; further: nearly all actives have a fitted effect of over 60% in size
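L3MBTL1 50 nM + b-AHA-H3(1-15)K9me1 75 nM, 30 min RT; compound added, 30 min RT; streptavidin donor/Ni-chelate acceptor beads 10 ug/mL each final, 30 min RT dark; AlphaScreen read.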
RECQ1 helicase: blocks DNA unwinding by human RECQ1; P46063; RECQ1 DNA unwinding, red fluorescence kinetic read; Potency, µM (titrated, usually from 57.3 µM), inactives show at the top dose activity, negative = inhibition, most hits filed as inhibitors; 240,000 compounds, 0.54% hits;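 further: plate controls were vehicle for no effect and no enzyme for full effect; nearly all actives have a fitted effect of over 30% in size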
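RECQ1T1 50 nM; forked duplex (20 bp + 30-nt ss tails) 200 nM, ATP 2 mM final; pH 8.0, 2 mM MgCl2, 2.5 ug/ml poly(dI-dC); 15 min compound preincubation; discontinuous kinetic read over 2 h at RT.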
TRb SRC2 PPI: TRbeta-SRC2 interaction inhibition; 280,000 compounds, 0.065% hits; AID 1469; Potency, µM (highest dose often 106 µM), for the others: at the top dose activity change, negative = inhibition, hits mostly inhibitors; TRbeta-SRC2 peptide binding, fluorescence polarization; receptor liganded with 1 µM T3;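 further: plate controls were bound peptide for no effect and peptide without receptor for full effect; nearly all actives have a fitted effect of over 50% in size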
Target sequence (P10828 whole entry, looked up): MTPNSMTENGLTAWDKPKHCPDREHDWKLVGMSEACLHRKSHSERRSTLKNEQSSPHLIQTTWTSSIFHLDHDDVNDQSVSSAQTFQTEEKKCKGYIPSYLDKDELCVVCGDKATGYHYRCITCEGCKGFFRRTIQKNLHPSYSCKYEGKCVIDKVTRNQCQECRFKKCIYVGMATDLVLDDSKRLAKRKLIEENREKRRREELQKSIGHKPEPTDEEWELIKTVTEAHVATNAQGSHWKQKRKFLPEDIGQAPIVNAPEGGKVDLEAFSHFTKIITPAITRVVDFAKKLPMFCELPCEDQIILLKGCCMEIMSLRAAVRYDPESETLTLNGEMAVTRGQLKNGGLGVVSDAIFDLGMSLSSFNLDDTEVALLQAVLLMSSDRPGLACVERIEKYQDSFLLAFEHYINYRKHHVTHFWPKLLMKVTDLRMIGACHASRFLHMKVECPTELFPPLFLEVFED
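Human TRb ligand-binding domain (0.6 uM) is mixed with 20 nM Texas Red SRC2 peptide and 1 uM T3; after compound addition and 5 hr at ambient temperature, polarization is measured and normalized to unbound and bound controls.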
KDM4E inh: inhibitors of human JMJD2E histone demethylase. Potency, µM (doses to about 57.1 µM), without a hit: at the top dose activity change, negative = inhibition, actives largely listed as inhibitors. JMJD2E catalytic domain, FDH-coupled NADH fluorescence (FDH is formaldehyde dehydrogenase). 230,000 compounds, 1.6% hits; active means well fitted inhibition curve with a large enough effect, not every such curve was filed as active; inconclusive means small, poorly fitted or top-dose-only effect, or another doubt; inactive means no such curve, though single readings can be large or run the other way;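 further: 0% = wells with enzyme and -100% = buffer wells without enzyme; nearly all actives have a fitted effect of over 50% in size; many of its hits are not listed in these tables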
Target sequence (B2RXH2 1-337 limits assumed): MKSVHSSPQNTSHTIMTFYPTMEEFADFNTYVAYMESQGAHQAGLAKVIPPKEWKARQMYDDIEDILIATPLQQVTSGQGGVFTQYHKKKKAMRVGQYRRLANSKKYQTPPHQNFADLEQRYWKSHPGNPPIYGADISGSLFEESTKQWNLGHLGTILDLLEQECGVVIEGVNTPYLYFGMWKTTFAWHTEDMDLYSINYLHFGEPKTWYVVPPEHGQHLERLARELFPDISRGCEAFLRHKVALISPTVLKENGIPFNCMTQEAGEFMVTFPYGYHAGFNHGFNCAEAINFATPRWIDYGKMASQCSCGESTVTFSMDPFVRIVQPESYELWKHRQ
Tau FP inhib: tau fibrillization inhibition (FP); 280,000 compounds, 0.39% hits; P10636; Potency, µM (doses to about 57.7 µM), inactives show at the highest dose activity, negative = inhibition, hits mostly inhibitors; K18 P301L tau heparin fibrillization, Alexa594 FP, 6 h; further: nearly all actives have a fitted effect of over 55% in size
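Human tau K18 […] P301L fragment, 15 uM unlabeled plus 0.24 uM Alexa 594-labeled tau (final), with compound and 20 uM heparin in 100 mM sodium acetate pH 7; 6 hr at 37 C, then Alexa 594 FP read.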
TR SRC2 fluor cs: Texas Red fluorescence interference in TRb-SRC2 counter-screen; TRb/SRC2 Texas Red total fluorescence interference; Potency, µM (top dose mostly 106 µM), for inactives: at the top dose fluorescence change, negative = quenching; 280,000 compounds, 0.29% hits; active means well fitted curve in either direction with a large enough effect; inconclusive means small, poorly fitted or top-dose-only effect
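Flags fluorescent or light-absorbing compounds by total fluorescence, S + 2P, at 555 nm excitation and 632 nm emission. Mixture: 20 nM Texas Red SRC2 peptide, 0.6 uM human TRb LBD, 1 uM T3, 5% DMSO; compound exposure 5 h at ambient temperature.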
RGS12 GoLoco inh: blocks human Gai1 binding to RGS12 GoLoco peptide, red readout; Potency, µM (highest dose often 61.6 µM), inactives show top-dose activity, negative = inhibition, usual class: inhibitors; P63096; 230,000 compounds, 0.44% hits; AID 880; Gai1:RGS12 GoLoco peptide FP, rhodamine, 10 min; active means well fitted inhibition curve with a large enough effect, not every such curve was filed as active; inactive means no such curve, though single readings can be large or run the other way; further: nearly all actives have a fitted effect of over 30% in size; many of its hits are not listed in these tables
Active calls of the source: *; i = inactive; u = inconclusive; x = not tested or not shown; [ ] = another dose, or the depositor's remark. Unless noted, the call rests on the fitted dose curve; in most records, active means well fitted curve in the direction sought with a large enough effect; inconclusive means small, poorly fitted or top-dose-only effect, or another doubt; inactive means no such curve, though single readings can be large; an effect the other way counts as inactive or inconclusive. Unless noted, on the % scale 0 is the no-effect control and ±100 the full control effect; potency means the concentration at half of the fitted maximal effect. An excerpt; rates above refer to the full screens.

Keys: A = Tau fibril ThT; B = L3MBTL1 block; C = RECQ1 helicase; D = TRb SRC2 PPI; E = KDM4E inh; F = Tau FP inhib; G = TR SRC2 fluor cs; H = RGS12 GoLoco inh
> CNC(=S)N(Cc1ccc2c(c1)OCO2)C1CC(=O)N(c2ccccc2)C1=O (centres undefined)
  A: -2%; B: 4%; C: i; D: 5%; E: -12%; F: 1%; G: -2%; H: -8%

> COc1cc2[nH]c(=O)n(CCCC(=O)NCc3ccccc3)c(=O)c2cc1OC
  A: -21%; B: x; C: x; D: 1%; E: x; F: -14%; G: -3%; H: x

> FC(F)(F)c1cccc(N2CCN(c3nnnn3-c3ccccc3)CC2)c1
  A: -14%; B: 4%; C: i; D: -20%; E: -9%; F: u; G: -4%; H: 7%

> CCOC(=O)COc1cc(=O)n(CC)c2ccccc12
  A: -1%; B: 0%; C: -11%; D: -1%; E: 10%; F: 2%; G: 3%; H: 3%

> CC(C)CNC(=O)c1ccc(NC(=O)c2ccccc2[N+](=O)[O-])cc1
  A: -2%; B: 0%; C: -3%; D: -3%; E: -4%; F: u; G: -2%; H: 12%

> COc1ccc(OC)c(CNc2nc3ccccc3n2CCN2CCCCC2)c1
  A: -8%; B: x; C: -3%; D: -6%; E: 2%; F: -1%; G: 1%; H: 12%

> CCCC(=O)C1=C(O)C(C(=O)OC)C(C)(C)CC1=Nc1ccccc1 (centres undefined)
  A: -3%; B: x; C: -4%; D: -11%; E: 1%; F: 3%; G: -2%; H: 11%

> CCOc1cc(C(=O)OCC(=O)Nc2cc(C)on2)ccc1OCC(C)C
  A: 5%; B: 6%; C: i; D: -1%; E: 3%; F: -8%; G: 0%; H: -7%

> COc1ccccc1N1CCN(C(=O)Nc2cccc(C)c2)CC1
  A: -16%; B: -2%; C: i; D: -6%; E: 3%; F: u; G: -4%; H: 0%

> Cc1cc(C)n(CC(C)Nc2nc3nonc3nc2N2CCCCC2)n1 (centres undefined)
  A: -11%; B: 13%; C: i; D: 4%; E: 2%; F: -4%; G: -1%; H: 9%

> N/C(=N\OC(=O)c1cnn(-c2ccccc2)c1C(F)(F)F)c1ccc(C(F)(F)F)cc1
  A: u; B: 14%; C: -11%; D: -2%; E: 9%; F: -9%; G: -4%; H: 5%

> O=C(NCCCN1CCOCC1)c1cccc(S(=O)(=O)N2CCc3ccccc3C2)c1
  A: -3%; B: -3%; C: 4%; D: -9%; E: 1%; F: -13%; G: -1%; H: -8%

> COc1ccc(S(=O)(=O)N2CCN(Cc3nc4ccc(C)cc4o3)CC2)cc1Cl
  A: -4%; B: x; C: x; D: 3%; E: x; F: 3%; G: -3%; H: x

> CCCC1C(=O)N(c2ccccc2)C1c1ccccc1 (centres undefined)
  A: -10%; B: 0%; C: -5%; D: 3%; E: 0%; F: 2%; G: 1%; H: -6%

> CCCCCc1nnc(NC(=O)C2COc3ccccc3O2)s1 (centres undefined)
  A: u; B: -15%; C: 3%; D: -1%; E: 0%; F: 3%; G: -3%; H: -14%

Reprinted at random: 3 records from the list, in no set order.
Keys: A = Tau fibril ThT; B = L3MBTL1 block; C = RECQ1 helicase; D = TRb SRC2 PPI; E = KDM4E inh; F = Tau FP inhib; G = TR SRC2 fluor cs; H = RGS12 GoLoco inh
> CNC(=S)N(Cc1ccc2c(c1)OCO2)C1CC(=O)N(c2ccccc2)C1=O (centres undefined)
  A: -2%; B: 4%; C: i; D: 5%; E: -12%; F: 1%; G: -2%; H: -8%

> Cc1cc(C)n(CC(C)Nc2nc3nonc3nc2N2CCCCC2)n1 (centres undefined)
  A: -11%; B: 13%; C: i; D: 4%; E: 2%; F: -4%; G: -1%; H: 9%

> CCOc1cc(C(=O)OCC(=O)Nc2cc(C)on2)ccc1OCC(C)C
  A: 5%; B: 6%; C: i; D: -1%; E: 3%; F: -8%; G: 0%; H: -7%

The listing picks up; the 2 compounds before the break are reprinted first.
Keys: A = Tau fibril ThT; B = L3MBTL1 block; C = RECQ1 helicase; D = TRb SRC2 PPI; E = KDM4E inh; F = Tau FP inhib; G = TR SRC2 fluor cs; H = RGS12 GoLoco inh
> CCCC1C(=O)N(c2ccccc2)C1c1ccccc1 (centres undefined)
  A: -10%; B: 0%; C: -5%; D: 3%; E: 0%; F: 2%; G: 1%; H: -6%

> CCCCCc1nnc(NC(=O)C2COc3ccccc3O2)s1 (centres undefined)
  A: u; B: -15%; C: 3%; D: -1%; E: 0%; F: 3%; G: -3%; H: -14%

> Cc1ccccc1CNC(=O)CSc1nnc(C)c2c(C)n(-c3ccccc3)nc12
  A: -7%; B: x; C: x; D: -3%; E: x; F: 0%; G: -2%; H: x

> Oc1ccccc1-c1nc(NCc2cccnc2)c2ccccc2n1
  A: -15%; B: -2%; C: -18%; D: 5%; E: 5%; F: u; G: -5%; H: 4%

> O=C(c1ccc(N2CCN(S(=O)(=O)c3ccccc3)CC2)c([N+](=O)[O-])c1)N1CCOCC1
  A: -3%; B: -2%; C: -5%; D: -5%; E: 2%; F: 6%; G: 0%; H: -3%

> COC(=O)c1cc(-c2ccc(Cl)cc2Cl)n[nH]1
  A: -8%; B: 0%; C: i; D: 2%; E: 1%; F: -1%; G: -2%; H: -5%

> COc1ccc(Cn2c(=O)c3ccccc3n3c(-c4ccc(C)cc4)nnc23)cc1
  A: 2%; B: x; C: x; D: -5%; E: x; F: -1%; G: -2%; H: x

> Cc1sc2ncn(CC(=O)OC(C)C(=O)NC(C)(C)C)c(=O)c2c1C (centres undefined)
  A: -6%; B: x; C: i; D: 3%; E: -2%; F: 2%; G: -1%; H: 8%

> COC(=O)c1sccc1NC(=O)C1CC(C)=C(C)CC1C(=O)O (centres undefined)
  A: -6%; B: 2%; C: 9%; D: 12%; E: 5%; F: -9%; G: -4%; H: 6%

> Cc1c(-c2nc(-c3ccc4c(c3)OCO4)no2)nnn1-c1ccc(C(C)C)cc1
  A: -16%; B: x; C: x; D: -7%; E: x; F: -7%; G: -1%; H: x

> Cc1nc(C)c(Cc2ccccc2Cl)c(=O)[nH]1
  A: 1%; B: 4%; C: -3%; D: -6%; E: 4%; F: -4%; G: -2%; H: -1%

> COc1ccccc1NC(=O)N1CCN(c2ncccn2)CC1
  A: -8%; B: 7%; C: 1%; D: -5%; E: 4%; F: 0%; G: 3%; H: 6%

> COCc1cc(C)nc2sc3c(c12)NC(c1ccc(O)cc1)N(c1ccc(OC)cc1)C3=O (centres undefined)
  A: -7%; B: x; C: x; D: -8%; E: x; F: 1%; G: -1%; H: x

> CCOc1ccccc1N1CCN(Cc2ccc(OC)c(OC)c2OC)CC1
  A: 3%; B: -8%; C: i; D: -8%; E: 4%; F: 3%; G: -1%; H: 1%

> CCCCCCN(C(=O)CCCCCN1C(=O)NC(C2CCCCC2)C(C(=O)OCc2ccccc2)=C1C)C(C(=O)NCCCC)c1ccc(OCC(=O)OC)c(C(=O)OC)c1 (centres undefined)
  A: -12%; B: x; C: -2%; D: 7%; E: -1%; F: 2%; G: 3%; H: 7%

> COc1ccc(OC)c2c1nc1n2CCS1
  A: u; B: 1%; C: 3%; D: -6%; E: -3%; F: 1%; G: -4%; H: 2%

> Cn1c(SCc2ccccc2)nnc1-c1ccc2nonc2c1
  A: -7%; B: 13%; C: -11%; D: 1%; E: 3%; F: 3%; G: -3%; H: 8%

Next part
Compound,Tau fibril ThT,L3MBTL1 block,RECQ1 helicase,TRb SRC2 PPI,KDM4E inh,Tau FP inhib,TR SRC2 fluor cs,RGS12 GoLoco inh
CC(C)(C)n1nnnc1C(c1cccs1)N(Cc1ccccc1)Cc1cccnc1 (centres undefined),-9%,1%,-3%,-15%,4%,-11%,-2%,14%
O=C(CCSc1ccccc1)Nc1nnc(-c2ccccc2)o1,-13%,x,-9%,-11%,-16%,-3%,-1%,6%
COc1ccc(NC2SC(=O)N(C)C2=O)cc1 (centres undefined),-12%,-2%,i,-1%,-15%,-3%,-2%,10%
Cc1cc(-c2ccc(Cl)cc2)n2nc(N)nc2n1,-8%,x,-3%,-1%,u,-6%,4%,0%
COc1ccc(C(=O)N2CC=C(c3ccccc3)CC2)cc1S(=O)(=O)N1CCOCC1,-19%,-2%,-9%,-1%,-2%,5%,1%,1%
O=C(CSc1ncnc2nc[nH]c12)c1ccccc1,0%,28%,-7%,7%,-4%,-1%,-2%,4%[14.2 µM]
CCOC(=O)c1c(C)[nH]c(C)c1S(=O)(=O)NCC(=O)Nc1cccc(C#N)c1,-7%,x,x,0%,x,-17%,-2%,x
Cc1cccc(CN2C(=O)c3ccccc3S(=O)(=O)c3ccc(C(=O)OCC4CCCO4)cc32)c1 (centres undefined),4%,x,x,11%,x,-7%,-2%,x
CCC(CC)C(=O)Nc1cc(-c2cccc(C)c2)nn1-c1ccccc1,-6%,x,x,-5%,x,-10%,0%,x
COc1ccccc1NC(=S)NCCN1CCOCC1,-6%,-5%,5%,6%,8%,-3%,2%,12%
CCCN1CCN(S(=O)(=O)c2ccc(OC)c(Br)c2)CC1,-13%,x,-8%,-4%,-4%,-7%,6%,-5%
O=C(Nc1c(-c2ccccc2)nc2ccccn12)c1ccco1,0%,4%,1%,6%,-1%,-1%,2%,-15%
CN(C)C(=O)c1nnsc1Sc1ccc(Cl)cc1,3%,10%,-6%,11%,-1%,4%,-1%,1%
CNC(=O)c1cc2c(=O)n3cccc(C)c3nc2n(C(C)C)c1=N,-6%,-5%,i,-5%,u,8%,-5%,1%
COc1cc(/C=C/C(=O)OCC(=O)N2CCN(C(=O)c3ccco3)CC2)ccc1O,-16%,16%,i,0%,u,-1%,0%,4%
COc1ccc(N=Nc2c(C)[nH][nH]c2=O)cc1,8.9µM*,x,-10%,-9%,-2%,2%,-6%,-17%
O=C(Nc1ccccc1N1CCN(C(=O)c2ccccc2)CC1)c1cccc(Cl)c1,-11%,x,i,-2%,-8%,6%,-1%,4%
C=CCNC(=S)N/N=C/c1ccc(C(C)(C)C)cc1,-1%,x,i,-8%,-6%,0%,-1%,1%
COc1ccc(OC)c(S(=O)(=O)NCCc2csc(-c3cccnc3)n2)c1,x,x,-2%,-1%,7%,-5%,2%,11%
